DNA Pol III inh = blocks replication by bacterial DNA polymerase III holoenzyme; reconstituted DNA polymerase III holoenzyme replication, biochemical; Potency, µM (doses to about 57.1 µM), without a hit: at the top dose activity change, negative = inhibition; hit rate 0.25% among 71,000; AID 603; note: potency is the fitted concentration of half-maximal effect; % is set by controls: 0 for no effect and ±100 for the full control effect
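Reconstituted *E. coli* holoenzyme (0.35 nM Pol III, 1 nM beta, 154 nM SSB, 2 nM primase) was preincubated with compound for 15 min at RT. Synthesis on 1.4 nM ssM13Gori ran 35 min, then was stopped with PicoGreen/EDTA and read as dsDNA fluorescence.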
CRE Fsk mod = modulators of forskolin-stimulated CRE signaling in CHO cells; hit rate 2.5% among 71,000; AID 662; Potency, µM (highest dose often 38.2 µM), inactives show at the highest dose activity change, negative = inhibition, hits mostly activators; CHO CRE-bla reporter (cAMP response element driving beta-lactamase), forskolin EC10, beta-lactamase ratio; active = well fitted activation curve with a large enough effect in the signal ratio, with a control signal flat, not every such curve was filed as active; inconclusive = small, poorly fitted or top-dose-only effect, or effect the other way, or a change in a side signal; the % refers to the signal ratio; note: potency is the fitted concentration of half-maximal effect; % of control where 0% means no effect
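CHO CRE-bla cells, overnight plating in Opti-MEM with 0.5% dialyzed FBS; cpd titration + EC10 NKH 477, 3 h 37 °C; CCF4 2 h RT; ex 405/em 460 vs 530 ratio → %Activity, AC50.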
GFP derepression = epigenetic GFP locus derepression in mouse cells. mouse C127i GFP locus derepression, cytometry, 30 h. Potency, µM (top dose mostly 46.1 µM), for the others: at the top dose GFP derepression (activation). hit rate 0.09% among 68,000; note: % of control where 0% means no effect
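Read-out is the number of GFP-positive cells, scored as fluorescent objects 20 to 120 um wide, reflecting derepression of a silenced CMV-GFP reporter in murine C127i cells after 30 h compound exposure at 37 C.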
HADH2 inhib = HADH2 (human) dehydrogenase inhibition; Q99714; recombinant HADH2, NADH fluorescence, beta-hydroxybutyryl-CoA; Potency, µM (top dose mostly 57.1 µM), for inactives: at the top dose activity change, negative = inhibition, most hits filed as inhibitors; hit rate 3.4% among 73,000; AID 886; note: potency is the fitted concentration of half-maximal effect; % is set by controls: 0 for no effect and ±100 for the full control effect; nearly all actives have a fitted effect of over 60% in size; many of its hits are not listed in these tables
Target sequence (Q99714 whole entry, looked up, one chain of several): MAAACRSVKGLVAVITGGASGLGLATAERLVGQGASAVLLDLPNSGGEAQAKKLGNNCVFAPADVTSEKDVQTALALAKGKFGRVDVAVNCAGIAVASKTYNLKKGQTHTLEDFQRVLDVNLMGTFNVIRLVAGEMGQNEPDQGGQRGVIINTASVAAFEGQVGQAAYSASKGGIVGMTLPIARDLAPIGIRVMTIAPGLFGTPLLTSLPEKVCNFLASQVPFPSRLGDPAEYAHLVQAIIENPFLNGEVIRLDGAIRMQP
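E. coli-expressed His-tagged HADH2 tested at 20 nM in alkaline Tris buffer (pH 9.0); oxidation of 90 uM beta-hydroxybutyryl-CoA with 1 mM NAD+ tracked fluorimetrically for 4 min.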
Tau fil binding = binders of human tau filaments | P10636 | recombinant tau filaments, thioflavin S fluorescence, 15 h; filaments grown with octadecylsulfate alongside compound | Potency, µM (series often up to 57.1 µM), without a hit: at the highest dose activity change, negative = inhibition | hit rate 2% among 71,000 | AID 596;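 note: potency is the fitted concentration of half-maximal effect; % is set by controls: 0 for no effect and ±100 for the full control effect; actives lower thioflavin S fluorescence by blocking filaments or displacing dye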
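His-tagged recombinant human tau (exons 2, 3, 10; 1 uM final) fibrillized with 30 uM sodium octadecylsulfate, 15 h at 37 C, in pH 7.4 HEPES buffer with 10 uM thioflavine S and 5 mM DTT. Reduced ThS fluorescence (450/510 nm) marks activity.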
Hsp90 Hop PPI = changes Hsp90-Hop TPR2A binding signal, up or down | AlphaScreen TPR2A-His6 binding biotin-Hsp90 C-terminal peptide | Potency, µM (titrated, usually from 57 µM), for the others: at the top dose activity change, negative = inhibition | hit rate 0.44% among 71,000 | AID 595; active = well fitted curve in either direction with a large enough effect; inconclusive = small, poorly fitted or top-dose-only effect, or another doubt; note: potency is the fitted concentration of half-maximal effect; % is set by controls: 0 for no effect and ±100 for the full control effect; many of its hits are not listed in these tables
15-hLO inh = blocks human 15-lipoxygenase activity. AID 887. P16050. hit rate 1.4% among 74,000. purified 15hLO-1, xylenol orange hydroperoxide absorbance. Potency, µM (series often up to 57.1 µM), for the others: top-dose activity change, negative = inhibition, actives largely listed as inhibitors; note: potency is the fitted concentration of half-maximal effect; % is set by controls: 0 for no effect and ±100 for the full control effect; nearly all actives have a fitted effect of over 55% in size
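Quantitative HTS in 25 mM Hepes pH 7.5 containing 0.01% Triton X-100: human 15hLO-1 at 40 nM, arachidonic acid at 50 uM, 6 min turnover. Product quantified via ferrous oxidation/xylenol orange, 573:405 nm absorbance ratio.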
Ub-GFP proteasome = ubiquitin-GFP accumulation via proteasome inhibition | Ubiquitin-GFP reporter cells, proteasome inhibition, GFP fluorescence; response scale: untreated = 0%, 10 µM MG-132 = 100% | 67,000 tested, under 10 active | Potency, µM (doses to about 45.9 µM), without a hit: at the top dose activation (GFP accumulation), usual class: activators | AID 526; active = well fitted activation curve with a large enough effect, not every such curve was filed as active; inconclusive = small, poorly fitted or top-dose-only effect, or another doubt; inactive = no such curve, though single readings can be large or run the other way; note: potency is the fitted concentration of half-maximal effect
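GFP accumulation read-out: laser plate cytometry counting ubiquitin(G76V)-GFP-expressing U2OS cells after 4 hr compound exposure at 37 °C. Titrations spanned 46 uM to 2.9 nM; 0% = basal, 100% = 10 uM MG-132; concentration-response curves fitted.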
ERK AVP block = inhibitors of vasopressin-stimulated ERK signaling pathway; HEK293-V1b, vasopressin-stimulated pERK AlphaScreen; AID 995; Potency, µM (titrated, usually from 57.5 µM), for inactives: at the highest dose activity, negative = inhibition, most hits filed as inhibitors; hit rate 0.99% among 72,000; note: potency is the fitted concentration of half-maximal effect; % is set by controls: 0 for no effect and ±100 for the full control effect; nearly all actives have a fitted effect of over 55% in size
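Phosphorylated ERK1/2 detected via AlphaScreen bead proximity in lysates of V1b-expressing HEK293 cells given 25 nM vasopressin for 5 min after 30 min compound exposure (37 °C). AC50 from Hill equation; basal DMSO 0%, vasopressin 100%.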
FLuc inh = blocks Photinus pyralis firefly luciferase activity; P08659; purified firefly luciferase, luminescence, 8 min; Potency, µM (titrated, usually from 57.1 µM), without a hit: at the highest dose activity change, negative = inhibition, hits mostly inhibitors; hit rate 2.2% among 72,000; AID 411; note: potency is the fitted concentration of half-maximal effect; % is set by controls: 0 for no effect and ±100 for the full control effect; nearly all actives have a fitted effect of over 40% in size
Target sequence (P08659 whole entry, looked up): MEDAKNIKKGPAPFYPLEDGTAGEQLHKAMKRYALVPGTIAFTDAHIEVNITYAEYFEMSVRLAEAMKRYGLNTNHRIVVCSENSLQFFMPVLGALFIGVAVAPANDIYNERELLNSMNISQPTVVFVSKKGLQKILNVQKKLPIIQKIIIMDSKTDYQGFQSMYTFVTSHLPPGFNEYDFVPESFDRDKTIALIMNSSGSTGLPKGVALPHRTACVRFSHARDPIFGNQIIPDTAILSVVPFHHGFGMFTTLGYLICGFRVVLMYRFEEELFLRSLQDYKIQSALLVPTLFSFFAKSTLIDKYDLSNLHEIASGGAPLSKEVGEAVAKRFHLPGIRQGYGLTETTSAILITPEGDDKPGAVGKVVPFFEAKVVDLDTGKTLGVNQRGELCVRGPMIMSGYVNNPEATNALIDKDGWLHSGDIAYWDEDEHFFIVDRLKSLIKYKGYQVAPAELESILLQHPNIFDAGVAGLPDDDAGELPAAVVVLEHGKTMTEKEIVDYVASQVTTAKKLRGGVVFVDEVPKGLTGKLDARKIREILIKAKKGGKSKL
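Compounds were tested as concentration series (qHTS) against purified P. pyralis luciferase with luciferin and 10 uM ATP in 50 mM imidazole pH 7.2, 50 mM KCl, 7 mM MgCl2, 0.01% Tween 20, 0.05% BSA. Luminescence was read after 8 min at ambient temperature.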
HBB splice mod = alters splicing of the hemoglobin beta chain; hit rate 0.06% among 65,000; Potency, µM (doses to about 46.1 µM), inactives show top-dose activation, most hits filed as activators; HBB splicing reporter cell assay, activation; EGFP reporter with mutant IVS2-654 intron; response scale: normalised to 500 nM splice-correcting PNA; AID 925; note: potency is the fitted concentration of half-maximal effect; 0% is about no effect
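Compounds were applied for 2 days to HeLa EGFP-654 cells, 500/well in Optimem with 2% FCS. The reporter's EGFP is disrupted by mis-splicing of beta-globin intron IVS2-654. Readout: summed well GFP fluorescence from 488 nm laser scanning; reference was 500 nM antisense […] 654 PNA.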
Numbers without * were called inactive; ? = inconclusive; / = not tested or not shown; & = joins results of further samples; ! = not confirmed by another sample; [ ] = another dose, or the depositor's remark. Unless noted, calls come from the whole dose curve; as a rule, active = well fitted curve in the direction sought with a large enough effect; inconclusive = small, poorly fitted or top-dose-only effect, or another doubt; inactive = no such curve, though single readings can be large; an effect the other way counts as inactive or inconclusive. The list is partial; rates above refer to the full screens.

1	O=S(=O)(c1ccc(NCC2CCCCC2)nc1)N1CCOCC1
2	CCOC(=O)N/N=C1/C[C@@H](O)[C@@H](O)[C@@H]2[C@@H]3C(=O)N(C4CCCCC4)C(=O)[C@H]3CC[C@@H]12
3	CCOC(=O)Cc1csc(NC(=O)c2c(O)c3ccccc3n(C)c2=O)n1
4	Cc1ccc(C2CC(c3ccccc3)n3ncnc3N2)cc1 (centres undefined)
5	O=C(Nc1ccccc1)N1CC2(CCN(C(=O)c3cnccn3)CC2)C1
6	CC(=O)C1=C(C)N=c2s/c(=C/c3ccc4c(c3)OCO4)c(=O)n2C1c1ccc(N(C)C)cc1 (centres undefined)
7	CC1CCc2c(nc3ncnn3c2N2CCN(c3ccccc3)CC2)C1 (centres undefined)
8	CCOC(=O)CCNC(=O)Nc1ccc2nc(C)n(Cc3cccc(Cl)c3)c(=O)c2c1
compound no.	1	2	3	4	5	6	7	8
DNA Pol III inh	-3%	/	-5%	-8%	-6%	4%	-8%	5%
CRE Fsk mod	-10%	/	1%	10%	1%	?	5%	?
GFP derepression	-3%	/	0%	/	0%[9.22 µM]	4%	-1%	-1%
HADH2 inhib	-9%	2%[11.4 µM]	1%	5%	-20%	-1%	-3%	0%
Tau fil binding	8%	/	5%	-4%	5%	4µM*	17%	27%
Hsp90 Hop PPI	4%	/	2%	-2%[2.3 µM]	2%	-26%	-6%	-1%
15-hLO inh	8%	17%[11.4 µM]	-1%	34%[activator]	6%	-8%	0%	-9%
Ub-GFP proteasome	5%	/	-3%	6%	-7%	-9%	-2%	-3%
ERK AVP block	1%	17%[11.5 µM]	7%	-22%	4%	-12%	-6%	-19%
FLuc inh	0%	1%[11.4 µM]	1%	1%	0%[11.4 µM]	-2%	1%	-1%
HBB splice mod	-0.2%[57.5 µM]	0.6%[9.22 µM]	/	-0.2%	1.8%	?	-0.6%	1.2%

The last four records of the section above lead into the next.
5	O=C(Nc1ccccc1)N1CC2(CCN(C(=O)c3cnccn3)CC2)C1
6	CC(=O)C1=C(C)N=c2s/c(=C/c3ccc4c(c3)OCO4)c(=O)n2C1c1ccc(N(C)C)cc1 (centres undefined)
7	CC1CCc2c(nc3ncnn3c2N2CCN(c3ccccc3)CC2)C1 (centres undefined)
8	CCOC(=O)CCNC(=O)Nc1ccc2nc(C)n(Cc3cccc(Cl)c3)c(=O)c2c1
9	O=S(=O)(Cc1ccccc1)Nc1ccc(S(=O)(=O)NCC2CCCO2)cc1 (centres undefined)
10	Nc1cc(OC(=O)c2cccs2)nn1S(=O)(=O)c1ccccc1
11	O=C(CN1C(=O)NC2(CCSC2)C1=O)N1CCN(c2ccc(F)cc2)CC1 (centres undefined)
12	Cc1c(CCC(=O)O)c(=O)oc2cc3occ(-c4ccc(F)cc4)c3cc12
13	COc1cc(C(=O)NCc2cn3cccc(C)c3n2)cc(OC)c1OC
14	Cc1ccc(N(Cc2ccco2)C(=O)c2cccc(S(=O)(=O)N(C)C)c2)cc1
15	O=C(CSc1nc2ccccc2[nH]1)N1CCCCC1
16	CN(C)c1ncnc2ccc(-c3cccc(NS(C)(=O)=O)c3)cc12
compound no.	5	6	7	8	9	10	11	12	13	14	15	16
DNA Pol III inh	-6%	4%	-8%	5%	-4%	-8%	-2%	-6%	-3%	3%	12%	-11%
CRE Fsk mod	1%	?	5%	?	-1%	?	-12%	10µM*	13µM*	?	?	10µM*
GFP derepression	0%[9.22 µM]	4%	-1%	-1%	-3%	3%	-2%	-1%	/	-3%	-4%	-3%[9.22 µM]
HADH2 inhib	-20%	-1%	-3%	0%	3%	?	4%	24%	8%	2%	-6%	2%
Tau fil binding	5%	4µM*	17%	27%	3%	2%	-11%	8%	6%	1%	-1%	-5%
Hsp90 Hop PPI	2%	-26%	-6%	-1%	-5%	-3%	-7%	0%	0%	-9%	-4%	-11%
15-hLO inh	6%	-8%	0%	-9%	1%	-7%	5%	-14%	1%	6%	-7%	5%
Ub-GFP proteasome	-7%	-9%	-2%	-3%	7%	-4%	2%	-3%	4%	-6%	-13%	-2%
ERK AVP block	4%	-12%	-6%	-19%	-1%	9%	-10%	-15%	/	-8%	-6%	?
FLuc inh	0%[11.4 µM]	-2%	1%	-1%	-1%	-3%	-1%	-1%	0%	1%	-14%	-1%[2.29 µM]
HBB splice mod	1.8%	?	-0.6%	1.2%	-1.1%	1.1%	0.8%[1.84 µM]	-2.0%[57.5 µM]	-0.6%	0.0%	1.3%	-0.2%

17	Cc1ccn(C(=O)c2ccc(NC(=O)C3CCCCC3)cc2)n1
18	CCN(C(=O)Cc1cccs1)c1nnc(-c2cc(OC)c(OC)c(OC)c2)s1
19	COc1ccccc1C(OC(=O)c1ccco1)C(=O)NC(C)(C)C (centres undefined)
20	COc1ccc(N2CCN(CCCNC(=O)CN3CCN(Cc4ccccc4C)C3=O)CC2)cc1
21	CC1CCCCC1NC(=O)CSc1nnc(COc2ccccc2Cl)o1 (centres undefined)
22	O=C1CC(N2CCN(C/C=C/c3ccccc3)CC2)C(=O)N1Cc1cccs1 (centres undefined)
23	CCN(C(=O)c1cc(Cl)ccc1OC)c1ccccc1
24	CCOc1ccc(N(CC(=O)Nc2cccc(OC)c2)S(=O)(=O)c2c(C)noc2C)cc1
compound no.	17	18	19	20	21	22	23	24
DNA Pol III inh	-1%	-5%	2%	-5%	2%	3%	1%[11.4 µM]	-1%
CRE Fsk mod	-8%	?	0%	0%	-2%	-8%	-11%[7.6 µM]	3%
GFP derepression	2%	0%	4%	0%	3%	2%	0%	-1%
HADH2 inhib	-3%	1%	21%	-2%	-1%	8%	3%[11.4 µM]	-1%
Tau fil binding	-5%	4%	-6%	-4%	37%	-1%	-4%[11.4 µM]	-21%
Hsp90 Hop PPI	-2%	-8%	-2%	-18%	1%	-5%	-3%[11 µM]	13%
15-hLO inh	-9%	?	0%	-3%	-3%	-2%	5%[11.4 µM]	-3%
Ub-GFP proteasome	5%	8%	5%	12%	3%	-5%	?	1%
ERK AVP block	-26%	8%	4%	14%	16%	-18%	-12%	-18%
FLuc inh	-9%	-2%	-3%	0%	-17%	1%	-4%	1%
HBB splice mod	-0.9%	/	0.6%	0.6%	-0.1%[57.5 µM]	-0.1%	-0.3%[0.0738 µM]	-1.1%

25	O=C(c1ccccc1Oc1ccccc1)N1CCN(c2ccccc2)CC1
26	CCOC(=O)c1cc(NC(=O)c2cnccn2)cc(C(=O)OCC)c1
27	COc1ccccc1-c1nnc(SCC(=O)N2CC(C)CC(C)C2)o1 (centres undefined)
28	CNC(=O)c1cc2c(cn1)[nH]c1ccccc12
29	COc1ccc(C(=O)CN2C(=O)C(C)(C)Oc3ccc(C(=O)N4CCCCCC4)cc32)cc1
30	Cc1cc(OCC(=O)N2CCOCC2)ccc1NC(=O)C1CCCCC1
compound no.	25	26	27	28	29	30
DNA Pol III inh	3%	-2%	-1%	-10%&-4%	0%	5%
CRE Fsk mod	-3%	?	12%	?	?	?
GFP derepression	1%	5%	-1%	1%&0%	-1%	-7%
HADH2 inhib	?	17%	-1%	?	1%	15%
Tau fil binding	-10%	-2%	8%	?	0%	-6%
Hsp90 Hop PPI	-6%	-3%	0%	-5%&-9%	-3%	-4%
15-hLO inh	-20%	1%	0%	4%	-5%	4%
Ub-GFP proteasome	-3%	-4%	5%	1%&0%	-4%	-9%
ERK AVP block	-11%	-5%	14%	-16%	-7%	-13%
FLuc inh	0%	-1%	0%	25µM*!	-1%	2%
HBB splice mod	-5.5%	2.7%	1.4%	-1.1%	-4.8%	0.6%

Screening results (PubChem)
